# KDM5B inh = Primary screen for KDM5B Histone Demethylases FDH-coupled qHTS. Lysine-specific demethylase 5B (Homo sapiens), Q9UGL1. KDM5B demethylase, FDH-coupled NADH fluorescence (FDH is formaldehyde dehydrogenase). Potency, µM (top dose mostly 57.7 µM), for the others: at the top dose activity change, negative = inhibition, usual class: inhibitors. 2.6% of 220,000 active. AID 1347165, 2019; active = well fitted inhibition curve with a large enough effect; inconclusive = small, poorly fitted or top-dose-only effect; inactive = no such curve, though single readings can be large or run the other way; also: 0% is about no effect; nearly all actives have a fitted effect of over 70% in size
# Target sequence (Q9UGL1 whole entry, looked up): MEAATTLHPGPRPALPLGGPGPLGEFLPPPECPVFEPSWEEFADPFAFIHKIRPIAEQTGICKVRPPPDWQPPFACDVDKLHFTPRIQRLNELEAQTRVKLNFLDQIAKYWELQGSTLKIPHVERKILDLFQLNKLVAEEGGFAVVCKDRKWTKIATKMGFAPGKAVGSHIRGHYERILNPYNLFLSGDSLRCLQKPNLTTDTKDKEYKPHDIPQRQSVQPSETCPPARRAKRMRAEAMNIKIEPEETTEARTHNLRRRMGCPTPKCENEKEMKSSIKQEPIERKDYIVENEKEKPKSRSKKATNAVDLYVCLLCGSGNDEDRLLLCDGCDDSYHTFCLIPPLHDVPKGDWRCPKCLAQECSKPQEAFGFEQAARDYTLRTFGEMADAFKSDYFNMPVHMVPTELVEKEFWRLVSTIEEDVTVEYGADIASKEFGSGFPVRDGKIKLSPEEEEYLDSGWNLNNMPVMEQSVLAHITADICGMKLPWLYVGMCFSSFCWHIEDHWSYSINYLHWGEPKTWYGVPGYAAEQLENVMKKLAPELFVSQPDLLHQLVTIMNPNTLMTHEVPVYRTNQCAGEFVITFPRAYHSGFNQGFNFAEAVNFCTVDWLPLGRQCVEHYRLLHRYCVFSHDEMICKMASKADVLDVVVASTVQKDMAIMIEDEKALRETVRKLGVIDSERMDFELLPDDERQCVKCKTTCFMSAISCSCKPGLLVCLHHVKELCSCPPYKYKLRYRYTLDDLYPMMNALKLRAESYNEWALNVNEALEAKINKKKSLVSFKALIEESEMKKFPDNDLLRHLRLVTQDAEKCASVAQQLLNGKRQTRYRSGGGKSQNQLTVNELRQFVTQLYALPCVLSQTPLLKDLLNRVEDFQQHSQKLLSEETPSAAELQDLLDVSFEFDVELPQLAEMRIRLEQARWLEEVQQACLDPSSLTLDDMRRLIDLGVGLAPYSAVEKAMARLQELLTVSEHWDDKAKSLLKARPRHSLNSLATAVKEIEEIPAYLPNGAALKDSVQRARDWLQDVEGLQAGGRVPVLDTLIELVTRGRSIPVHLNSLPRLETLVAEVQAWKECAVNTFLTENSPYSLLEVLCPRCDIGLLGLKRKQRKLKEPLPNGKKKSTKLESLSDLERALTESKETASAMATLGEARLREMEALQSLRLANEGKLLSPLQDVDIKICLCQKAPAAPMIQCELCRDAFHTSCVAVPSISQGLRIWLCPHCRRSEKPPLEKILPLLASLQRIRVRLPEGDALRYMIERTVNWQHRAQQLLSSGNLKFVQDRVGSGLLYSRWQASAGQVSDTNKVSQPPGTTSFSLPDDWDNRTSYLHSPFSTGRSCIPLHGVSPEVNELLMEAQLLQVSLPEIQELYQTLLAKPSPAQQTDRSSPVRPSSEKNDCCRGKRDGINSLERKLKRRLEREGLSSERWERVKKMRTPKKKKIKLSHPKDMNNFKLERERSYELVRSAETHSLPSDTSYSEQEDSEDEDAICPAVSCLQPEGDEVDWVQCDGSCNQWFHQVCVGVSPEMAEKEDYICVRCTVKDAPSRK
#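 KDM5BΔAP (200 nM final) in 50 mM HEPES pH 7.5, 0.01% Tween-20 was preincubated 10 min at RT with compound over a concentration range. Substrate mix (H3K4me3 12.5 µM, α-KG 25 µM, Fe²⁺, ascorbate, NAD⁺, FDH) was added, and NADH fluorescence change over 30 min gave dose-response curves.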
# * marks the source's active call; other numbers are inactive results; i = inactive; ? = inconclusive; [ ] = another dose, or the depositor's remark. Potency is read from the fitted curve at half-maximal effect. An excerpt. The share of hits here may be higher or lower than overall.
SMILES,KDM5B inh
CCCc1noc(-c2cccn3c(CNC(=O)c4cccc5[nH]ccc45)nnc23)n1,-32.4%
CC(=O)c1ccc(NC(=O)CSc2nc(=O)[nH]nc2C)cc1,-8.9%
Cc1ccccc1N1CCN(S(=O)(=O)c2nnc(NC(=O)c3ccc(Cl)cc3)s2)CC1,-9.9%
O=C(NC1CC1)c1cccc(S(=O)(=O)N2CCOCC2)c1,35.1%[activator]
CC(C)(C)c1nc(C(=O)NCc2ccc(F)cc2)n2ccncc12,100µM*
CC1=C[C@@H](CN2CCN(CCO)CC2)[C@H](C(C)C)C[C@H]1Cc1nnc(-c2ccc([N+](=O)[O-])cc2)o1,?
CC(=O)N1CCn2c(nn(-c3ccc(C)cc3)c2=O)C1,-16.3%[86.2 µM]
Cc1cn2nc(C(=O)N3CCCC3)cc2c(N(C)Cc2ccccc2)n1,?
CCN1CCN(C2(C(=O)N3CCC(COC)C3)Cc3ccccc3C2)CC1 (stereo not given),-25.7%
CCOCCCNC(=O)C(c1ccc(Cl)cc1)N(Cc1cccs1)C(=O)c1ccc(NC(C)=O)cc1 (stereo not given),-7.3%
CC(=O)c1ccc(NC(=O)[C@H](C(C)C)n2nnc3ccccc3c2=O)cc1,15.7%
CNC(=O)C1(N2CCC[C@H]2C(=O)N2CC[C@@H](O)C2)CCCCC1,?
CCOc1cc(-c2cc(C(=O)O)c3c(-c4ccccc4)[nH]nc3n2)ccc1O,-25.3%
CCn1ccnc1CN(C)C(=O)c1cc(COc2ccccc2)[nH]n1,0.1%
Cc1cccc(C)c1NC(=O)Cn1c(=O)cc(C)c2c(C)nn(-c3cccc(Cl)c3C)c21,-0.5%
COCC(=O)Nc1ccc([C@@H](O)[C@H]2COCC(=O)N2C)cc1,28.2%[86.2 µM]
O=C(NCC1CC1)C(=O)Nc1cccc2[nH]ccc12,-10.3%
COc1ccc(CCNC(=O)C2CCC(=O)N(C3CC3)C2)c(OC)c1 (stereo not given),-5.5%
Cc1cc2nc3c(=O)n(CCc4ccccc4)c(=O)[nH]c3nc2cc1N,?
CCCNC(=O)CCc1ccnc(N2CCOCC2)c1,28.2µM*
COc1cccc(C(=O)NC(C(=O)N2CCCCC2)C2CCN(C(=O)c3cccs3)CC2)c1 (stereo not given),-20.1%
CS(=O)(=O)NC1CCN(c2cc(C3CC(N)C3)nc(N)n2)CC1 (stereo not given),2.5%
O=C(Nc1cccc(Cl)c1)C1C2C=CC3(O2)C1C(=O)N(CCCN1CCCCC1)C3C(=O)NC1CCCCC1 (stereo not given),8.4%
CCN(CC)c1nc2ccccc2nc1C(=O)Nc1cc(OC)c(OC)c(OC)c1,?
CCCn1nc(C(=O)Nc2ccc(OCC(C)C)c(Cl)c2)c2ccccc2c1=O,11.2%
# Next part
SMILES,KDM5B inh
NS(=O)(=O)c1ccc(NCCCn2ccnc2)c([N+](=O)[O-])c1,-7.4%
Cn1c(=O)c2c(nc(NCCO)n2C)n(C)c1=O,0.0%
CCOC(=O)c1cnc2ccc(C)cc2c1Nc1ccccc1OCC,9.3%
CCN(CC)C(=O)C(NC(=O)c1ccccc1)C1CCN(S(=O)(=O)c2ccc(C)cc2)CC1 (stereo not given),2.2%
O=C(Nc1ccc2c(c1)CCC2)N1CCc2c(nc3cc(-c4ccccc4)[nH]n3c2=O)C1,11.2µM*
Cc1ccc(NC(=O)CSc2nc(C)c(C)n2C2CCCC2)cc1S(=O)(=O)N1CCOCC1,11.3%
Cc1noc(C)c1CS(=O)(=O)c1cc(F)ccc1F,22.8%
CN(C)S(=O)(=O)N1CCN(C(=O)Cc2ccccc2F)CC1,-2.5%
Cc1ccc(/C=N/NC(=O)C2C(C=C(Cl)Cl)C2(C)C)cc1 (stereo not given),0.3%
COc1ccc(CN2CCC3(C2)C(=O)N(C)c2ccccc23)cc1 (stereo not given),4.0%[86.2 µM]
CCN1c2cc(C)ccc2-n2cccc2C12CCN(C(=O)Nc1cccc(OC)c1)CC2,?
CCN(CC)Cc1cnc2c(C(=O)NCc3ccsc3)cnn2c1,-24.5%
Cc1nc2cc(N3CCCC(C(=O)NCCN4CCCCCC4)C3)cnc2nc1C (stereo not given),?
CC(C)(C(=O)NCc1ccc(OC(F)(F)F)cc1)C1CCOCC1,2.5%
OCC1(Cc2ccccc2)CCCN(Cc2cnn(-c3cccc(Cl)c3)c2)C1 (stereo not given),-3.3%
Nn1c(SCc2ncc(-c3ccccc3)o2)nnc1-c1ccccc1F,-5.0%
Cc1cccc(S(=O)(=O)Nc2nc3ccccc3nc2NCc2ccccc2Cl)c1,-8.2%
Cc1cc(C)n(-c2cccc(CN3CCN(C4CCNC4)CC3)c2)n1 (stereo not given),?
Cc1ccc(-c2nnc(Nc3cccc(Cl)c3)c3ccccc23)cc1S(=O)(=O)NCC1CCCO1 (stereo not given),?
CNC(=O)N1C[C@@H](CN(C)C)[C@H](NC(=O)c2ccco2)C1,-16.9%
Cc1ccc(S(=O)(=O)Nc2c(NC3CCCC3)c3ccccc3oc2=O)cc1,16.4%
COc1ccc(CCC(=O)N(C)C2CCc3nnc(C)n3CC2)cc1OC (stereo not given),-27.8%
COc1cccc(CN2CCNC(=O)C2CC(=O)NCC(N)=O)c1OC (stereo not given),?
O=C1ON=C(c2ccc([N+](=O)[O-])cc2)/C1=C/c1ccccc1O,?
O=C(O)C/C(=C/c1cccc(Cl)c1)c1nc2ccccc2o1,-27.5%

# 4 entries drawn at random from the list so far, as already listed:
SMILES,KDM5B inh
OCC1(Cc2ccccc2)CCCN(Cc2cnn(-c3cccc(Cl)c3)c2)C1 (stereo not given),-3.3%
Cn1c(=O)c2c(nc(NCCO)n2C)n(C)c1=O,0.0%
COc1ccc(CN2CCC3(C2)C(=O)N(C)c2ccccc23)cc1 (stereo not given),4.0%[86.2 µM]
Nn1c(SCc2ncc(-c3ccccc3)o2)nnc1-c1ccccc1F,-5.0%

# 3 of the compounds above, bar-delimited:
structure | KDM5B inh
Cc1cccc(S(=O)(=O)Nc2nc3ccccc3nc2NCc2ccccc2Cl)c1 | -8.2%
O=C(Nc1ccc2c(c1)CCC2)N1CCc2c(nc3cc(-c4ccccc4)[nH]n3c2=O)C1 | 11.2µM*
COc1ccc(CN2CCC3(C2)C(=O)N(C)c2ccccc23)cc1 (stereo not given) | 4.0%[86.2 µM]

# Later entries
SMILES,KDM5B inh
COCCNC(=O)NC(=O)CSc1nc(-c2ccco2)nc2ccccc12,?
CC(C)N1C[C@H](O)C[C@H]1c1nnc2n1CCN(C(=O)c1ccc3ncccc3c1)C2,?
CC(C)CNC(=O)NC(=O)COC(=O)Cc1c[nH]c2ccccc12,3.7%
CCCCC(CCC(=O)Nc1cccc([N+](=O)[O-])c1)C(=O)O (stereo not given),4.9%
Cc1ccc(Cc2ccccc2C(=O)N2CCC3(CC2)CNC(=O)C3)cc1F,-8.4%
Cc1c(C(=O)N(Cc2ccc(Cl)cc2)C2CCS(=O)(=O)C2)oc2ccc(Br)cc12 (stereo not given),-13.3%
O=C(CC1CCCC1)N1C[C@@H](CO)[C@H](c2nc(-c3ccncc3)no2)C1,18.2%
Cc1ccc2[nH]c3c(c2c1)CNCC3,13.6%
Cc1cccc(C2(C(=O)NC3CCC(C)CC3)CCC2)c1 (stereo not given),12.5%
CC(C)C1c2nccn2CCCN1C(=O)Cn1c(=O)oc2ccccc21 (stereo not given),20.5%
COc1ccc(F)c(F)c1CN1CCC2(CCNCC2)C1,?
COc1ccc(NC(=O)NCc2nc(-c3cccc(Cl)c3)oc2C)cc1,16.2%
O=C(O)c1ccc(N2CCN(c3ccc(Cl)cc3)CC2)c([N+](=O)[O-])c1,19.4%
COc1ccc(CNC(=O)C(=O)Nc2ccccc2OC)cc1,-8.6%
Cc1ccc(C(=O)CC2(O)C(=O)N(Cc3ccccc3)c3ccc(Br)cc32)cc1 (stereo not given),-7.6%
COc1ccc(NC(=O)CSc2nc(-c3ccc(OC)cc3)[nH]c2-c2ccc(F)cc2)cc1,3.9%
COc1ccc(CNc2ncnc3c2[nH]c2cc(OC)c(OC)cc23)cc1,?
Cc1ccsc1CN1CCc2[nH]nc(C(=O)N(C)C)c2C1,-14.5%
CC(Sc1ccc(F)c(Cl)c1)C(=O)NC1CCCC1 (stereo not given),-4.6%
Cc1coc2cc3oc(=O)c(CC(=O)NCCc4ccccc4)c(C)c3cc12,0.4%
CCC1(C(=O)NCc2ccc(Cl)cc2)CCCCC(=O)N1 (stereo not given),-23.2%
CCCCn1nnc(NC(=O)COc2ccc(CC)cc2)n1,1.1%
CC(C)(C)OC(=O)N1CC(c2ccccc2)C1,-1.5%[149 µM]
CCOC(=O)c1cc(NCc2ccc(CC)cc2)ccc1N1CCOCC1,?
O=C(O)c1cncc(C(=O)O)c1,-25.4%
# (next part)
SMILES,KDM5B inh
COc1ccc(NC(=O)c2ccc3c(c2)OCCN(CCC(F)(F)F)C3)cc1F,?
C(#CCN1CCCCC1)COCCCOCc1ccccc1,6.8%
CCCCCSc1nc2c(c(=O)[nH]c(=O)n2C)n1CCOC,12.9%
CCc1ccc2c(c1)c(=O)c(S(=O)(=O)c1ccccc1)cn2CC(=O)Nc1ccc(F)c(Cl)c1,19.0%
Cc1cccc(C)c1NC(=O)CN(C)S(=O)(=O)c1ccc2[nH]c3c(c2c1)CCCC3,?
COc1cc(OC)c(NC(=O)Cn2nc3n(c2=O)CCCCC3)cc1Cl,-2.0%
Cc1cccc(NC(=O)Cc2ccc(-c3ccccc3)cc2)n1,27.7%
CC(=O)NCCCC(=O)N1CCOC2(CCN(C(=O)c3ccccc3)CC2)C1,25.4%[115 µM]
COCC(=O)Nc1ccc(-c2noc([C@@H]3CCCN3CC(C)C)n2)cn1,-12.2%[86.2 µM]
Cc1nc(N)ncc1C(=O)N1CC[C@@H]2[C@@H](CCC(=O)N2CCCO)C1,-33.1%
Nn1c(SCC(=O)N2CCCCCC2)nnc1-c1cccs1,-3.8%
CCn1nc(C(=O)N(C)Cc2cnn(-c3ccccc3)c2)c2ccccc2c1=O,9.6%
CN(C)c1nc2c(c(=O)[nH]1)CCN(C(=O)CCCS(N)(=O)=O)C2,4.9%
CCCOc1cc(S(=O)(=O)N2CCCC2)c(C)cc1C,6.5%
CCn1nc(C(=O)Nc2ccc(OC)cc2)c2ccccc2c1=O,16.9%
Cc1cccc(OCC2(CNCC(C)C)C[C@@H](O)[C@@H](O)C2)n1 (stereo not given in full),-33.7%[86.2 µM]
O=C(NCC1CCN(C2CCCC2)C1)Nc1ccc(Br)cc1F (stereo not given),0.2%
Cc1ccc(S(=O)(=O)Nc2ccc(S(=O)(=O)C3CCCC3)cc2)c(C)c1,-2.7%
COc1ccc(CN2CCCC3(CC(C(C)C)=NO3)C2)cc1 (stereo not given),3.7%[149 µM]
COc1cc(NC(=O)Cn2c(N(C)Cc3ccccc3)nc(C)cc2=O)cc(OC)c1,?
COCCNC(=O)c1sc2ncccc2c1-n1c(C)ccc1C,?
COc1ccc(C(=O)Nc2cnc(-c3ccc(Cl)cc3)nc2)cc1,-1.2%
O=C1NC2(CCCCCC2)C(=O)N1Cc1ccc(Cl)cc1Cl,16.7%
CCCC(=O)N1CCC2(CC1)C(=O)N(C)c1ccccc12,18.0%
CCOC(=O)N1CCN(CC(=O)Nc2oc3ccccc3c(=O)c2-c2ccc(Cl)cc2)CC1,-13.1%
# Next part.
SMILES,KDM5B inh
Cc1ccc(C)c(NC(=O)Cn2c(C)cc3nc4n(c(=O)c32)CCCCC4)c1,32.0%[activator]
COCCn1c(SCC(=O)Nc2cccc(OC)c2)nc2c(oc3ccccc32)c1=O,0.1%
COc1cc(C(=O)Nc2cccc3cccnc23)ccc1C,11.4%
CN(C)C[C@@H]1CN(c2ccncn2)C[C@H]1NC(=O)CC1CCCCC1,-33.7%
CCCC1CN(C(=O)OC(C)(C)C)CCN1 (stereo not given),19.9%[230 µM]
Cc1ccc(Nc2cc(C)nc3c(C)c(C)cc([N+](=O)[O-])c23)c(C)c1,-12.7%
CC1=C(C(=O)Nc2ccc(C)cc2C)C(c2ccc(Br)cc2)n2ncc(C(=O)Nc3cccc(C)c3)c2N1 (stereo not given),?
Cc1nn(-c2ccc(C(F)(F)F)cc2)c(C)c1[C@@H]1C=C[C@@H](NC(=O)Nc2cccc(C#N)c2)C1,?
Cc1[nH]c(=O)[nH]c(=S)c1C#N,19.3%
CN(C)C(=O)CN(C)C(=O)Cn1c(=O)c2c(ncn2Cc2ccco2)n(Cc2ccccc2)c1=O,0.2%
Cc1cc(NC(=O)Cn2c(=O)nc(-c3ccccc3F)c3cc(Cl)ccc32)ccc1Br,-41.9%
O=C(Nc1ccc(CCO)cc1)c1cc2ccccc2oc1=O,8.4%
Cc1ccc2snc(C(=O)N3CCN(C(=O)Nc4ccccc4)CC3)c2c1,7.6%
COc1ccc(-c2ocnc2C(=O)Nc2ccc3c(c2)OCCO3)cc1OC,-8.1%
O=C(CCC1N=C2c3ccccc3N=C(SCc3cccc(F)c3)N2C1=O)NCc1ccc(F)cc1 (stereo not given),?
N#Cc1nc(-c2cccc3ccccc23)oc1NCCc1ccccc1,i

# Compounds from the list above with a tert-butyl group, in the order listed:
SMILES,KDM5B inh
CC(C)(C)c1nc(C(=O)NCc2ccc(F)cc2)n2ccncc12,100µM*
CC(C)(C)OC(=O)N1CC(c2ccccc2)C1,-1.5%[149 µM]
CCCC1CN(C(=O)OC(C)(C)C)CCN1 (stereo not given),19.9%[230 µM]
